Myeloid diff MLP = compounds promoting myeloid differentiation; ER-HoxA9 myeloid progenitors, lysozyme-GFP differentiation, flow cytometry; calls only at 10 µM; actives 1% (n = 360,000);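 active = normalized GFP-positive differentiation at or above the plate's own cutoff, the solvent-only control mean plus 3 SD; inconclusive = no clear call, values can overlap the other calls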;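 note: cells exposed to compound for four days before flow analysis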
NOD1 NF-kB reporter = NOD1 signaling inhibitors, primary screen, cell-based, luminescence, uHTS (AID 1578); actives 1% (n = 290,000); NOD1-driven NF-kB luciferase reporter cells, luminescence; higher % means a stronger effect; inhibition, % at 4 µM; hits with a dose series show EC50 in µM; in the data active = inhibition mostly above about 36%, no sharp cut-off; inactive = mostly below about 34%;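 note: HEK-293T reporter cells stimulated with the NOD1 agonist gamma-tri-DAP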
GPR35 arrestin U2OS = GPR35 antagonists blocking zaprinast-driven arrestin recruitment, primary screen, imaging, U2OS, beta-arrestin-GFP, zaprinast agonist (AID 2058); inhibition, % at 10 µM, or IC50 in µM where a hit was titrated; U2OS GPR35 beta-arrestin-GFP translocation imaging, zaprinast antagonism; higher % means a stronger effect; actives 0.052% (n = 290,000);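 active = inhibition of at least 50% with at least 30 cells and total cytoplasm GFP at most 10,000,000; inconclusive = under 30 cells or total GFP of 10,000,000 plus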
NOD2 inhibition = inhibition of NOD2-driven NF-kB reporter – cell-based, luminescence, uHTS, HEK293 (AID 1566) | HEK293 NOD2/NF-kB luciferase reporter, luminescence; higher % means a stronger effect | inhibition, % at 4 µM; hits with a dose series show EC50 in µM | actives 0.63% (n = 290,000); note: many of its hits are not listed in these tables
KOR beta-arrestin-1 = KOR agonists, beta-arrestin recruitment, primary screen, cell-based, luminescence, uHTS (AID 1777). KOR beta-arrestin recruitment, luminescence; higher % means a stronger effect. one-dose activation, % at 10 µM; EC50 in µM for titrated hits. actives 0.02% (n = 280,000); in the data active = activation above about 50%, passing the limit was not always enough; note: a part of the inactive calls stands beside numbers as strong as those of hits
GPR55 antagonists = GPR55 antagonists blocking LPI-driven arrestin recruitment, primary screen, imaging, U2OS, beta-arrestin-GFP, LPI agonist (AID 2013); actives 0.13% (n = 290,000); U2OS GPR55 beta-arrestin-GFP translocation imaging, LPI antagonism; higher % means a stronger effect; inhibition, % at 10 µM; hits with a dose series show IC50 in µM;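 active = spots per cell inhibited over 60%, with over 100 cells counted and total cytoplasm intensity under 500,000; inconclusive = wells with under 100 cells, flagged as likely toxic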;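 note: U2OS cells stably carrying GPR55 and arrestin-GFP stimulated by 5 µM LPI near EC80; imaged beta-arrestin-GFP aggregate spots per cell after agonist stimulation; plate controls were LPI-stimulated DMSO wells for no effect and DMSO wells without LPI for full effect; some results filed as inactive read as strong as hits; confirmed hits need IC50 under 10 µM and bright autofluorescent wells are also inconclusive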
KOR beta-arrestin-2 = KOR antagonists, beta-arrestin recruitment, cell-based, luminescence, uHTS (AID 1778). one-dose inhibition, % at 10 µM; IC50 in µM for titrated hits. KOR beta-arrestin recruitment, luminescence, antagonist mode; higher % means a stronger effect. actives 0.091% (n = 290,000); note: strong numbers were not always called active
GPR55 beta-arrestin = selective activators of receptor GPR55 – imaging, U2OS cells, beta-arrestin-GFP redistribution, primary screen (AID 1961) | U2OS GPR55 beta-arrestin-GFP redistribution imaging; higher % means a stronger effect | activation, % at 10 µM, or EC50 in µM where a hit was titrated | actives 0.048% (n = 290,000);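 active = activation above 40% with more than 50 cells counted in the well; inconclusive = wells holding fewer than 50 cells, flagged as toxic or sparse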;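 note: U2OS osteosarcoma cells stably expressing GPR55 and beta-arrestin-GFP; plate controls were DMSO negative control for no effect and LPI positive control for full effect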
HIV fusion peptide = cell-free HIV fusion peptide-binding blockers – biochemical, uHTS, fluorescence dequenching, primary screen (AID 1986); actives 0.3% (n = 290,000); cell-free peptide binding, fluorescence dequenching, 30 min; higher % means a stronger effect; inhibition, % at 20 µM, or IC50 in µM where a hit was titrated; in the data active = inhibition mostly above about 52%, no sharp cut-off; inactive = mostly below about 76%; note: some results filed as inactive read as strong as hits
Myeloid diff MLP GFP+ MAC1+ % = also measured in Myeloid diff MLP; calls as there; GFP+ MAC1+ double positive, %; measured here: differentiation confirmed by MAC1 staining
An asterisk follows results filed as active; i = inactive; ? = inconclusive; . = no result given; [ ] = remark or other dose. Cut-off read from the data, not from the text of the source, unless noted: active = inhibition above about 50%; inactive = the rest. The list is partial; the hit share may differ from the screen's.

SMILES | Myeloid diff MLP | Myeloid diff MLP GFP+ MAC1+ % | NOD1 NF-kB reporter | GPR35 arrestin U2OS | NOD2 inhibition | KOR beta-arrestin-1 | GPR55 antagonists | KOR beta-arrestin-2 | GPR55 beta-arrestin | HIV fusion peptide
Nc1nonc1-n1nnc(C(=O)N/N=C/c2c[nH]c3ccccc23)c1-c1ccccc1 | i | 1.3 | -25% | 4% | 10% | 1.3% | 14% | 8% | -0.2% | -2.8%
Cc1ccc(S(=O)(=O)NC(=O)CSc2nc3ccccc3s2)cc1 | i | 3.4 | 10% | 11% | 22% | 3.4% | -12% | -27% | 0.2% | 5.1%
Cc1cccc(C)c1NC(=O)CS(=O)CC(=O)N1CCN(c2ccccc2)CC1 (centres undefined) | i | 3.0 | -3% | 0% | -14% | -1.7% | 8% | -47% | 0.6% | 0.6%
O=C(Nc1ccc2ccccc2n1)Nc1ccccc1F | i | 0.5 | -2% | -8% | -1% | 1.7% | 4% | 3% | -0.2% | -1.0%
COc1cccc(NC(=O)Nc2cccn(Cc3ccccc3)c2=O)c1 | i | 0.9 | -11% | 8% | -13% | 0.3% | -8% | -19% | -0.1% | 1.1%
O=C(Nc1ccc(N2CCN(C(=O)c3ccccc3)CC2)cc1)c1ccc2c(c1)OCO2 | i | 0.7 | 7% | 11% | -33% | 0.4% | 2% | -4% | 0.2% | -2.3%
COc1ccc(NC(=O)CCCn2nc(C)c3c(C)n(-c4ccccc4)nc3c2=O)cc1OC | i | 1.2 | -7% | 1% | 19% | 1.5% | 13% | -7% | -0.1% | 2.0%
O=C(COC(=O)COc1ccccc1)NC1CCCc2ccccc21 (centres undefined) | ? | . | -24% | -11% | 2% | -0.8% | 12% | 26% | -0.1% | -2.8%
COC(=O)c1cccc(NC(=S)Nc2ccccc2Cl)c1 | i | 0.4 | -8% | -9% | -6% | -1.2% | -6% | -7% | -0.3% | -1.0%
COc1cnc(-c2ccccn2)nc1Sc1ccccc1 | . | . | -34% | -4% | -9% | 0.4% | 6% | -10% | -1.1% | -2.1%
CC(C)CN1CCC(=O)N([C@H](CO)Cc2ccccc2)CC1 | i | 2.0 | 11% | -4% | 2% | -3.0% | 10% | 6%[20 µM] | 0.4% | 1.1%
CCCN1C2CCCC1CC(NC(=O)NC13CC4CC(CC(C4)C1)C3)C2 (centres undefined) | i | 0.2 | 42% | 7% | 12% | 7.4% | 4% | -3%[20 µM] | -0.2% | 0.5%
O=[N+]([O-])c1cc(Cl)cc(/C=N/NC(=S)Nc2ccc(S(=O)(=O)N3CCOCC3)cc2)c1O | i | 0.4 | 2% | -4% | 13% | 3.1% | 5% | 31% | -0.1% | 28µM*
Cc1[nH]nc2c1C1(CCOCC1)C(C#N)=C(N)O2 | i | 7.9 | 9% | 13% | 2% | -4.1% | 13% | 3% | 0.2% | -2.2%
CCCC(=O)Nc1ccc(S(=O)(=O)N2CCCC2)cc1 | i | 12 | -28% | -6% | -5% | 1.7% | 3% | -55% | 0.0% | -0.2%
Cc1ccc(C)c(OCC(=O)N2CCN(C(=O)c3ccco3)CC2)c1 | i | 0.4 | -24% | 8% | 3% | 5.4% | 2% | 6% | 0.0% | -2.7%
CCc1cccc(C)c1NC(=O)COC(=O)CNS(=O)(=O)/C=C/c1ccccc1 | i | 2.2 | -14% | -5% | 13% | 1.0% | -9% | 3% | -0.3% | 2.0%
Cc1cc(C)nc(SCCS(=O)(=O)Cc2ccc(Cl)cc2)n1 | i | 0.7 | 6% | 15% | 12% | 0.1% | 4% | 5% | 0.5% | -4.7%
Cc1c(NC(=O)c2cccnc2C(=O)O)cccc1C(=O)O | i | 0.5 | -5% | 14% | -3% | 0.7% | 3% | -14% | 0.0% | 0.5%
CCn1nc(C)c(CN2CCc3c([nH]c4ccccc34)C2C(C)(C)C)c1C (centres undefined) | i | 1.2 | -9% | 13% | 4% | . | -2% | -12% | -0.3% | 0.8%
Brc1cc2c(cc1/C=N/Nc1nc(N3CCCCC3)nc(N3CCCCC3)n1)OCO2 | . | . | -13% | 6% | 1% | -5.0% | -2% | 16% | -0.3% | 2.8%
COc1cc(C)c(S(=O)(=O)N2CCN(C)CC2)cc1C | i | 1.4 | -20% | 1% | 1% | 3.5% | 0% | 32% | -0.1% | -1.7%
CCOc1ccc(-n2c(=S)sc3c(=O)n(-c4ccc(F)cc4)c(SCC(=O)O)nc32)cc1 | i | 0.1 | 2% | 8% | 15% | -1.9% | 6% | -36% | 0.0% | 4.7%
Cc1cccc(C(=O)NCC2CCN(C(=O)c3cccc(C)c3)CC2)c1 | i | 0.5 | -12% | -3% | 5% | -3.8% | 11% | 0% | 0.2% | 0.3%
CN(C1CC(C)(C)NC(C)(C)C1)S(=O)(=O)CC12CCC(CC1=O)C2(C)C (centres undefined) | i | 0.8 | -4% | -17% | 20% | -0.5% | 16% | 18% | -0.1% | -1.3%
CCS(=O)(=O)Nc1cccc(C2=NN(C(=O)c3ccco3)C(c3ccco3)C2)c1 (centres undefined) | . | . | 18% | 10% | -129% | 2.1% | -8% | -23% | 0.7% | -1.0%
Cn1c(CC(=O)Nc2ccccc2F)nnc1SCC(=O)NC1CCCC1 | i | 0.6 | -5% | -8% | -23% | 3.5% | 0% | 0% | 0.0% | 1.0%
COc1ccc(S(=O)(=O)N2CCC(C(=O)N[C@@H](C)C(=O)NCc3cccc(OC)c3)CC2)cc1 | i | 1.0 | -5% | 21% | 9% | 2.6% | 3% | -4% | -0.1% | -1.2%
O=C(O)c1ccccc1-c1ccccc1C(=O)Nc1ccc2c(c1)[nH]c(=O)c1ccccc12 | i | 0.6 | 3% | 11% | 8% | 5.3% | 6% | -5% | 0.3% | 34%
CCC1C(=O)C(CC)C(c2ccccc2)NC1c1ccccc1 (centres undefined) | i | 0.3 | -7% | 9% | 13% | -3.0% | 1% | 21% | -0.1% | -1.3%
CN(c1ccccc1)S(=O)(=O)c1ccc(Cl)c(C(=O)Nc2ccc(-c3nc4ccccc4[nH]3)cc2)c1 | i | 0.5 | 5% | -3% | -12% | 2.2% | 5% | -33% | -0.2% | 3.3%
CCOc1ccc(CNC(=O)CCCc2cn(C)c3ccccc23)cc1OC | i | 2.5 | -1% | -9% | 9% | -0.7% | 15% | 11% | -0.2% | 1.1%
O=C(CCS(=O)(=O)c1cc(Br)cc2c1N(C(=O)C1CC1)CC2)NCC1CCCO1 (centres undefined) | i | 0.4 | -15% | -11% | -1% | 1.2% | 8% | 6% | 0.2% | 3.3%
Cc1nc2ccccc2nc1OCC(=O)Nc1ccccc1 | i | 0.9 | -22% | -11% | 8% | 0.4% | 6% | -20%[20 µM] | -0.1% | -1.0%
CC(C)COc1ccc(C(=O)Nc2scc(-c3ccc(Cl)cc3Cl)c2C(N)=O)cc1 | i | 0.8 | 59% | 28% | 35% | 3.2% | 13% | -17% | -0.1% | 2.3%
CC(=O)NC1(NC(C)=O)CCN(C)CC1 | i | 0.6 | -17% | 1% | 8% | . | 13% | -35%[20 µM] | -0.1% | -0.6%
C[C@@H](NC(=O)[C@@H]1Cc2ccccc2CN1)C(=O)NC1CCCCC1 | i | 0.4 | -25% | 11% | -10% | -6.6% | -3% | 44% | -0.2% | -0.8%
Cc1cccc(OCCNC(=O)c2ncn[nH]2)c1 | i | 0.7 | -19% | 8% | -12% | -3.4% | 5% | -4% | 1.4% | -0.5%
Cc1ccc(C(C)NC(=O)Cc2cccs2)c(C)c1 (centres undefined) | i | 1.0 | -14% | 6% | 1% | -7.2% | 4% | -8% | -0.1% | -0.2%
O=C(CSc1nccc(=O)[nH]1)N1c2ccccc2CCc2ccccc21 | i | 4.2 | -11% | 0% | -1% | 6.2% | 3% | -8% | 0.1% | -0.2%

5 entries from above, sorted by molar mass, descending:
SMILES | Myeloid diff MLP | Myeloid diff MLP GFP+ MAC1+ % | NOD1 NF-kB reporter | GPR35 arrestin U2OS | NOD2 inhibition | KOR beta-arrestin-1 | GPR55 antagonists | KOR beta-arrestin-2 | GPR55 beta-arrestin | HIV fusion peptide
O=C(CCS(=O)(=O)c1cc(Br)cc2c1N(C(=O)C1CC1)CC2)NCC1CCCO1 (centres undefined) | i | 0.4 | -15% | -11% | -1% | 1.2% | 8% | 6% | 0.2% | 3.3%
CCS(=O)(=O)Nc1cccc(C2=NN(C(=O)c3ccco3)C(c3ccco3)C2)c1 (centres undefined) | . | . | 18% | 10% | -129% | 2.1% | -8% | -23% | 0.7% | -1.0%
CN(C1CC(C)(C)NC(C)(C)C1)S(=O)(=O)CC12CCC(CC1=O)C2(C)C (centres undefined) | i | 0.8 | -4% | -17% | 20% | -0.5% | 16% | 18% | -0.1% | -1.3%
COc1cc(C)c(S(=O)(=O)N2CCN(C)CC2)cc1C | i | 1.4 | -20% | 1% | 1% | 3.5% | 0% | 32% | -0.1% | -1.7%
Cc1nc2ccccc2nc1OCC(=O)Nc1ccccc1 | i | 0.9 | -22% | -11% | 8% | 0.4% | 6% | -20%[20 µM] | -0.1% | -1.0%

(continued)
SMILES | Myeloid diff MLP | Myeloid diff MLP GFP+ MAC1+ % | NOD1 NF-kB reporter | GPR35 arrestin U2OS | NOD2 inhibition | KOR beta-arrestin-1 | GPR55 antagonists | KOR beta-arrestin-2 | GPR55 beta-arrestin | HIV fusion peptide
CC(C)(C)NS(=O)(=O)c1ccc(-c2csnn2)s1 | i | 0.6 | 2% | -5% | 7% | -3.8% | 15% | 17% | -0.1% | -0.6%
CCc1cc(C(=O)N2CCCC(C(=O)c3ccc(C(F)(F)F)cc3)C2)n(C)n1 (centres undefined) | i | 1.2 | -3% | 0% | 40% | -1.6% | -4% | -23% | -0.2% | 0.9%
Nc1c(C(=O)N/N=C/c2ccc(Cl)cc2)cnn1-c1ccccc1 | i | 0.8 | -8% | -7% | -83% | 2.9% | 5% | 26% | 0.1% | 5.7%
CCc1nnc(NC(=O)CN2C(=O)c3ccccc3S2(=O)=O)s1 | i | 1.1 | -13% | -4% | 3% | -1.5% | -2% | -6% | 0.0% | 4.1%
COc1cccc(NC(=S)N2CCCN(Cc3ccc(F)cc3)C2)c1 | i | 1.1 | -21% | 13% | 0% | -1.8% | -1% | 6% | -0.3% | -3.0%
COc1ccc(CCN2CN(S(=O)(=O)c3ccc(C)cc3)c3nc4ccccc4nc32)cc1OC | i | 0.4 | -7% | -7% | -2% | 2.3% | 14% | -23% | 0.4% | -0.8%
CC1CN(CCOc2ccccc2[N+](=O)[O-])CC(C)O1 (centres undefined) | i | 0.2 | -18% | -4% | 11% | -4.6% | 4% | -16%[20 µM] | -0.1% | -1.2%
COc1ccccc1/C=N/NC(=O)c1sc(C)nc1C | i | 0.3 | -53% | -1% | 6% | -2.4% | -10% | -30%[20 µM] | -0.1% | 0.2%

Assay outcomes: PubChem BioAssay, several laboratories
